Assay outcomes (PubChem BioAssay)
phage Ecoli inh – E. coli growth loss with phage present; 0.26% of 360,000 active; inhibition, % at 11.9 µM; growth absorbance; in the data active = inhibition above about 11%
E coli growth – reduces bacterial viability in AddAB counter-screen; E. coli V3065 growth, OD600 absorbance, 18 h; inhibition, % at 11.9 µM; 0.27% of 330,000 active; AID 449728;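 active = inhibition above the campaign's mean inhibition across all tested compounds plus 3 SD, cut at about 9.9% in these data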;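 also: uninfected addAB+ strain grown without phage in ampicillin broth; 0% = DMSO wells and 100% = ciprofloxacin 0.95 µg/ml wells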
DAGLB inhibitor – blocks human DAGLB lipase activity | 0.059% of 340,000 active | inhibition, % at 5.17 µM | Q8NCG7 | AID 504411 | HEK293T DAGLB membrane lysate, EnzChek fluorogenic substrate; in the data active = inhibition above about 34%;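 also: 0% = enzyme with vehicle and 100% = wells lacking enzyme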
Target sequence (Q8NCG7 whole entry, looked up): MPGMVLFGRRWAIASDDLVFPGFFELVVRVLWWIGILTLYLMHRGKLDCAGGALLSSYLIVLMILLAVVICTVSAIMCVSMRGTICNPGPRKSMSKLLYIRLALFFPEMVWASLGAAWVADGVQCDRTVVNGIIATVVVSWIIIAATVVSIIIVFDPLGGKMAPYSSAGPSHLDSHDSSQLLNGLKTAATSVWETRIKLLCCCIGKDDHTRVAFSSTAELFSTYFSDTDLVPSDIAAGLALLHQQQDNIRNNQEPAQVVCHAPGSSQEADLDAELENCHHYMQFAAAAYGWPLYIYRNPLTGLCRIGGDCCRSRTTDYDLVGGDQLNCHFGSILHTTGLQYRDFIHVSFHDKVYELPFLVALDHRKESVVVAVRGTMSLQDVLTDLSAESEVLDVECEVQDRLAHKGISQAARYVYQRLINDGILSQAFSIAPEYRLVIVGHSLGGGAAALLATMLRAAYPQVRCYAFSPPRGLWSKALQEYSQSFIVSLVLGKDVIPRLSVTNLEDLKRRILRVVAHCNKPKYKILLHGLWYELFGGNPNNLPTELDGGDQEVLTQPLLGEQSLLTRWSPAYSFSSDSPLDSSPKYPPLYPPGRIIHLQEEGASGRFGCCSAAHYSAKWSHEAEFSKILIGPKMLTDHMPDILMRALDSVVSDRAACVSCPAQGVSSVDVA
CAL PDZ inh – human CAL PDZ-peptide interaction inhibition | 0.02% of 330,000 active | inhibition, % at 20 µM | Q9HD26 | purified CAL PDZ, TMR-peptide fluorescence polarization, 1 h;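 active = highest replicate inhibition of at least 40%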;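 also: plate controls were DMSO neutral control wells for no effect and unlabeled competitor peptide control wells for full effect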
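Material – purified CerCALP PDZ construct · Detection – FP readout, S and P plane fluorescence · Measure – percent inhibition from loss of millipolarization · Controls – unlabelled peptide for full inhibition, DMSO wells as neutral · Probe or stimulus – TMR-labelled reporter peptide T*-PRC34 bound in PDZ groove · Times – 1 h at RT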
Wnt act – activates Wnt/beta-catenin signaling in a reporter cell assay | activation, % at 9.35 µM | activator, plate reader | AID 743398 | 1.2% of 300,000 active; in the data active = activation above about 30%, passing the limit was not always enough; inconclusive = no clear call, values can overlap the other calls;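 also: 0% = neutral control wells and 100% = positive control wells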
PfHsp90 set2 – inhibits growth of yeast expressing Plasmodium falciparum Hsp90; inhibition, % at 9.4 µM; S. cerevisiae expressing PfHsp90, BacTiter-Glo ATP, 48 h; yeast lacking PDR1 and PDR3 efflux regulators; 0.32% of 310,000 active;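 active = every replicate shows inhibition above about 80%, whatever the replicate mean, limit read from the data; inconclusive = mean inhibition reaches the set limit but some replicate falls short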;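 also: 0% = DMSO neutral controls and 100% = 20 µM radicicol positive controls; yeast relying on Plasmodium falciparum Hsp90 in place of its own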
AddAB inh – less growth of phage-infected E. coli with AddAB | 0.29% of 330,000 active | inhibition, % at 11.9 µM | E. coli expressing H. pylori AddAB, absorbance growth; in the data active = inhibition above about 12%;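 also: 0% = vehicle wells of infected cells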
PvdQ acylase – P. aeruginosa PvdQ acylase inhibition | 0.063% of 340,000 active | inhibition, % at 10 µM | purified PvdQ acylase, fluorescence plate reader; in the data active = inhibition above about 30%, passing the limit was not always enough; inconclusive = no clear call, values can overlap the other calls;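 also: 0% = vehicle neutral wells and 100% = reference inhibitor wells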
Rtt109 Vps75 – inhibitors of Candida albicans Rtt109/Vps75 histone acetyltransferase; Q5AAJ8; purified Rtt109/Vps75, ThioGlo CoA-SH fluorescence, 4 h; inhibition, % at 34.9 µM; 0.16% of 330,000 active;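 active = inhibition of at least 50% in every replicate; inconclusive = best replicate reaches 50% inhibition but some replicates fall short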
Target sequence (Q5AAJ8 whole entry, looked up): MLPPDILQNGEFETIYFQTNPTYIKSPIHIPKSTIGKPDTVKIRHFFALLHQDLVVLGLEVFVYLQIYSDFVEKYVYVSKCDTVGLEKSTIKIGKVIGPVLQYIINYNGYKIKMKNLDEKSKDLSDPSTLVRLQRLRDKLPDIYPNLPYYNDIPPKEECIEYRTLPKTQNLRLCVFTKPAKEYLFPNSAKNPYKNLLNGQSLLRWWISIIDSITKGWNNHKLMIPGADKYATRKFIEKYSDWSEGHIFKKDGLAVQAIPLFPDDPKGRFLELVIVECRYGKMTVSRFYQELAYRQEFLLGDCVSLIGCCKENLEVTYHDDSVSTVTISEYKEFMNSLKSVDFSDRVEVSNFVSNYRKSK
Tat transport – blocks Tat-dependent protein export in E. coli | E. coli MC4100 TorA-mCherry Tat export, fluorescence | inhibition, % at 10 µM | 0.036% of 340,000 active | AID 488895;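 active = mean replicate inhibition at least 50% and at least half of replicates individually reaching 50%; inconclusive = only one of the two criteria met; inactive = neither criterion met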;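 also: exported cargo escapes ClpAP degradation while cytoplasmic cargo is degraded and loses fluorescence; 0% = median of neutral control wells and 100% = median of NaSCN control wells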
* hit, by the source's call; ? = inconclusive; . = no result given. No enrichment for hits, and some 1.9% of all compounds hit somewhere here.

SMILES	phage Ecoli inh	E coli growth	DAGLB inhibitor	CAL PDZ inh	Wnt act	PfHsp90 set2	AddAB inh	PvdQ acylase	Rtt109 Vps75	Tat transport
CSc1oc(-c2ccco2)nc1S(=O)(=O)c1ccc(F)cc1	0.8	0.6	0	0.6	3	-15	-0.8	-14	-1	2
COC(=O)C(Nc1nccs1)(OC)C(F)(F)F (stereo unspecified)	0.5	-1.6	2	0.1	.	4	5.2	-6	-8	-2
COc1ccc(-c2cc(C(=O)Nc3ccc(O)cc3)c3ccccc3n2)cc1OC	1.0	2.7	1	0.6	12	2	1.1	10	9	5
CCOC(=O)[C@H]1[C@H]2COc3ccc(OC)cc3[C@@H]2N2C(=O)CN(CCc3c[nH]c4ccccc34)C(=O)[C@@]12C	2.6	0.1	-1	-0.8	1	-20	-1.4	-13	-2	2
CCOc1ccc(NC(=O)Nc2ccccc2C(N)=O)cc1	3.6	-1.1	-2	-2.7	-1	22	0.8	9	.	-3
CCOC(=O)C1CCCN(CCC(=O)Nc2cccc(Cl)c2C)C1 (stereo unspecified)	0.6	0.0	0	-0.3	-4	-10	3.5	-6	1	1
CC(=O)Cc1nsc(NC(=O)c2cc(-c3ccccc3Cl)oc2C)n1	-1.0	-0.4	-2	-1.3	-1	10	-2.9	4	-3	-3
COc1cccc(NC(=O)CN(C)C(=O)CSC(=S)N2CCCC2)c1	1.8	1.9	-1	-0.4	1	14	3.0	-2	-3	-1
CCSc1nnc(NC(=O)CN2C(=O)N(C)C3(CCCCC3)C2=O)s1	0.5	.	1	-2.1	6	15	.	-3	-14	-8
COc1ccc(N2CCN(C(=S)Nc3ccc(C)cc3)CC2)cc1	3.5	0.8	-2	-1.0	-1	-19	-1.4	-13	-5	-6
Cc1[nH]c2ccccc2c1C(=O)COC(=O)C1CC(=O)N(Cc2ccccc2)C1 (stereo unspecified)	2.0	1.2	-1	-1.9	.	-13	2.8	-8	-1	4
COc1ccc(OCC(O)CN(C)C(=O)/C=C/c2cccc([N+](=O)[O-])c2)cc1 (stereo unspecified)	-5.8	-1.3	1	-2.2	-9	15	0.3	-9	.	-8
O=C(Cn1cccn1)N1CCCC(Nc2ccc(F)c(F)c2)C1 (stereo unspecified)	3.5	-2.0	0	-2.6	-3	-28	4.6	-11	0	-5
CCOCCCn1c(=S)[nH]c2cc(C(=O)NCCc3ccccc3)ccc2c1=O	0.6	-3.0	1	0.0	3	-10	-0.5	-3	-5	-9
CCOC(=O)C1CCCN(C(=O)c2ccc3oc(Cc4ccccc4)nc3c2)C1 (stereo unspecified)	1.9	-1.0	0	-0.9	23	-9	0.1	-6	-2	6
Cc1cc2ccccc2n2c(SCC(=O)NCC3CCCO3)nnc12 (stereo unspecified)	6.4	1.6	.	.	0	.	4.5	.	.	.
O=Cc1ccccc1OCc1ccc2c(c1)OCO2	0.8	1.1	-4	-0.8	10	-11	2.7	21	0	-2
FC(F)(F)c1ccc(C2[C@H]3CN(Cc4ccc(-c5ccccc5)cc4)[C@H](c4ccccc4)C34CC2(c2ccccc2)C4)cc1 (stereo partly specified)	4.1	-0.3	.	.	-5	.	3.9	.	.	.
O=S(=O)(c1ccccc1)c1cnn2c(C(F)(F)F)cc(-c3ccccc3)nc12	2.3	1.6	1	1.9	-5	-13	0.2	-6	0	-6
CC(NC(=O)CCNC(=O)c1ccccc1Cl)C1CC2CCC1C2 (stereo unspecified)	3.2	-2.7	-1	-1.3	-5	-18	1.9	-18	-4	8
COc1ccc(C2=C(c3ccc([N+](=O)[O-])cc3)C(=O)OC2)cc1	1.7	0.2	0	-0.5	0	.	-1.5	-12	2	-7
CCNC(=S)Nc1ccc(Cl)c([N+](=O)[O-])c1	1.8	-1.4	1	-1.1	1	-9	-1.4	2	9	-2
CNS(=O)(=O)c1cccc(C(=O)OCC(=O)c2c(N)n(C)c(=O)n(C)c2=O)c1	-0.9	0.6	-1	-1.7	-3	25	1.0	-14	-2	0
Cc1ccc(-c2cc(C(=O)NCc3ccc4c(c3)OCO4)no2)cc1	-0.9	1.2	-8	-0.5	.	-13	0.9	-2	1	-2
Cc1nc(NC(=O)CSc2nc3ccccc3s2)sc1C(=O)N(C)C	1.4	-1.0	-5	-3.1	-6	-11	1.1	4	6	0
O=C(/C=C/Nc1ccc(S(=O)(=O)Nc2ncccn2)cc1)c1cccs1	3.5	-1.7	1	-2.1	3	-6	-1.0	-3	0	-1
CCC(CC)c1nnc(NC(=O)c2c(-c3ccccc3)noc2C)s1	2.1	-0.3	0	-0.2	-3	0	2.2	-27	-7	15
CCOC(=O)CN(C(=O)COc1nc(C)cc(C)c1C#N)c1ccc(F)cc1	-2.2	-4.5	-2	-0.3	0	10	-0.2	-13	-4	-5
CCN(CC)S(=O)(=O)c1ccc2[nH]c(=O)cc(C(=O)Nc3ccc(C)cc3)c2c1	1.5	-0.1	0	0.0	-5	.	0.2	-10	-2	-2
O=C(CN1c2cccc3cccc(c23)S1(=O)=O)N1CCOCC1	1.6	2.3	1	0.1	-4	-5	4.2	4	7	2
O=C(COC(=O)/C=C/c1ccc(C(F)(F)F)cc1)NCC1CCCCC1	1.5	0.5	2	-0.6	0	-39	0.0	-9	-3	0
Cc1ccc(C(=O)Cn2nnc3c(sc4nc5c(c(-c6ccccc6)c43)CCC5)c2=O)cc1	0.9	3.0	-2	-2.3	-1	15	4.1	13	-10	-1
CN(C)/C=C/C(=O)c1ccccc1	0.0	0.3	1	-2.1	3	-1	3.7	9	14	-2
Cc1ccc(C(=O)N2CCN(c3ccc(F)cc3)CC2)cc1S(=O)(=O)N1CCCCC1	0.9	1.1	-4	-0.1	-5	4	1.8	-10	1	8
COc1ccc(OC)c(NC(=O)c2c(NC(=O)CCC(=O)O)sc3c2CCCCC3)c1	1.0	-2.1	9	-2.6	-7	10	3.5	-1	19	7
O=C1CCCCCN1CSc1nc2ccccc2s1	3.9	-0.7	-5	-1.5	.	-28	0.2	12	-12	5
COc1cccc(NC(=O)Nc2ccc3c(c2)nc(C)n3C)c1	4.3	2.8	0	1.1	?	13	0.9	-3	1	0
Cc1oc2c(CN3CCCC3)c(O)ccc2c(=O)c1-c1ccccc1	.	0.2	0	0.2	-13	-13	0.4	-5	-12	0
O=C(Oc1ccccc1)c1ccccc1OS(=O)(=O)c1ccccc1	3.6	-2.0	-8	-1.0	-5	.	2.0	-8	14	6
O=P(OC1CCCCC1)(OC1CCCCC1)C(O)c1ccc(Cl)cc1Cl (stereo unspecified)	0.0	-0.4	-3	1.7	.	3	-0.2	-5	-3	-2
CCOc1ccc(/C=N/n2nnnc2N)cc1O	0.1	3.2	0	-2.8	4	2	3.8	-1	5	-3
CC(C)(CN=C1NS(=O)(=O)c2ccccc21)CNC(=O)CN1C(=O)c2ccccc2C1=O	1.3	2.0	3	-0.1	.	0	5.3	-6	-7	1
CC1(C)Cc2c(ccc3ccccc23)/C(=C/C#N)N1	2.8	0.3	-3	-1.2	.	3	0.8	13	7	-2
Cc1ccc2c(c1)N(CC(=O)NC1CCCCCC1)C(=O)c1cccnc1O2	1.3	1.7	-4	-0.5	-2	-29	0.4	-13	0	2
O=C1NN(c2ccc(F)cc2)C(=O)/C1=C\c1cnn(-c2ccccc2)c1	1.6	-1.1	.	.	-1	.	0.8	.	.	.

Rewritten as a markdown table: 4 of the compounds above.
| canonical_smiles | phage Ecoli inh | E coli growth | DAGLB inhibitor | CAL PDZ inh | Wnt act | PfHsp90 set2 | AddAB inh | PvdQ acylase | Rtt109 Vps75 | Tat transport |
| --- | --- | --- | --- | --- | --- | --- | --- | --- | --- | --- |
| Cc1ccc(C(=O)N2CCN(c3ccc(F)cc3)CC2)cc1S(=O)(=O)N1CCCCC1 | 0.9 | 1.1 | -4 | -0.1 | -5 | 4 | 1.8 | -10 | 1 | 8 |
| COc1ccc(OC)c(NC(=O)c2c(NC(=O)CCC(=O)O)sc3c2CCCCC3)c1 | 1.0 | -2.1 | 9 | -2.6 | -7 | 10 | 3.5 | -1 | 19 | 7 |
| O=C1CCCCCN1CSc1nc2ccccc2s1 | 3.9 | -0.7 | -5 | -1.5 | . | -28 | 0.2 | 12 | -12 | 5 |
| COc1cccc(NC(=O)Nc2ccc3c(c2)nc(C)n3C)c1 | 4.3 | 2.8 | 0 | 1.1 | ? | 13 | 0.9 | -3 | 1 | 0 |

The results go on:
SMILES	phage Ecoli inh	E coli growth	DAGLB inhibitor	CAL PDZ inh	Wnt act	PfHsp90 set2	AddAB inh	PvdQ acylase	Rtt109 Vps75	Tat transport
COC(=O)/C=C/c1ccsc1NC(C)=O	1.7	1.4	-1	-2.4	?	-5	5.5	-10	0	26
CC(C)OC(=O)C1=C2SCC(=O)N2C(N)=C(C#N)C1	0.5	1.3	-1	.	4	-4	0.7	-2	8	2
CC1(C)C(=O)OC(/C=C\c2ccccc2)C(C)(C)C1=O (stereo unspecified)	3.7	-1.7	-2	-0.4	-1	2	2.0	-9	5	-2
O=C(CSc1nc2ccccc2[nH]1)NCCc1ccc(Cl)cc1	3.8	2.6	1	0.8	.	-3	4.2	-17	0	18
CCCc1cc(-c2ccc(O)c(OCC)c2)c(C#N)c(N)n1	2.0	2.5	-4	-2.7	0	34	3.3	13	-5	-16
CC1(C)Cc2cccc(OCC(=O)OCc3nnc(-c4ccccc4)o3)c2O1	3.2	-0.9	-1	-0.9	0	-12	-0.7	-8	6	-1
O=C(CN1C(=O)c2ccccc2S1(=O)=O)Nc1ccccc1C(=O)NCc1ccco1	4.5	1.2	0	-1.1	0	-24	2.9	-11	0	19
Cc1cc(NC(=O)NC2(C(F)(F)F)Oc3ccc(Cl)cc3O2)no1 (stereo unspecified)	.	-2.1	-1	0.1	-1	18	-1.9	1	2	7
Cc1cccc(C)c1OCc1cc(C(=O)N2CCN3CCCC3C2)no1 (stereo unspecified)	2.8	.	1	-1.3	10	-5	.	-11	-1	-8
CC(O)(CC(=O)CC(=O)c1ccccc1)c1ccccc1 (stereo unspecified)	-1.2	.	-6	0.0	-4	.	.	6	27	?
COc1ccc(CN2CCC(C(=O)c3ccc(F)cc3)CC2)cc1	-1.5	-1.7	-3	0.6	-1	-4	1.9	-5	-6	8
Cn1nc(C(=O)NCc2ccc(Cl)cc2)c2c1-c1ccccc1S(=O)(=O)C2	1.9	0.2	0	-2.2	-4	14	1.1	-11	-9	3
COc1ccc(N2CCN(C(=O)C3CCCN(c4ncnc5c4nc4n5CCCCC4)C3)CC2)cc1 (stereo unspecified)	-3.0	-0.4	-2	-3.7	-1	1	2.1	9	14	-1
CCOc1ccc(NC(=O)Nc2cc(OCC(F)(F)F)cc(OCC(F)(F)F)c2)cc1	2.0	-1.4	-5	-2.4	-5	3	2.0	7	13	7
CC(C)C1N=C2c3ccccc3N=C(SCc3cc(=O)n4cc(Cl)ccc4n3)N2C1=O (stereo unspecified)	3.9	-1.6	3	-2.1	1	31	0.4	2	-4	-2
COc1cccc(CN2CC(C(=O)N3CCCC3)CCC2=O)c1 (stereo unspecified)	-2.4	-0.9	1	-0.1	0	4	2.7	-8	-12	-11
COc1cc(CCC(=O)N2CCN(c3ccccc3)CC2)cc(OC)c1OC	-0.9	0.7	-2	4.2	-3	14	-0.5	-10	0	24
COc1ccc(NC(=O)CC2C(=O)N(c3cccc(C)c3)C(=O)N2C2CCCCC2)cc1 (stereo unspecified)	1.9	0.5	-1	.	10	.	0.2	-13	29	-4
